High-throughput results: PubChem BioAssay, several laboratories
SR-BI uptake up: activators of SR-BI mediated HDL lipid uptake. CHO ldlA[mSR-BI] cells, DiI-HDL uptake fluorescence, 3 h; 100 = double the neutral-control signal. activation, % at 12.5 µM. 0.096% of 320,000 active;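 active means mean replicate activation of at least 60% and every replicate at or above 60%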;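 further: 0% = median plate neutral-control signal and 100% = twice that signal; values of inactives mirror those of a sister screen read the other way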
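Assay system: LDL receptor-deficient CHO ldlA cells overexpressing murine SR-BI / Medium: BSA-supplemented, HEPES-buffered Ham's F12, pH 7.4 / Probe or stimulus: DiI-labelled HDL at 10 µg/mL final / Timing: compound with DiI-HDL co-incubation, 3 h at 37 °C / Technique: bottom-read cell fluorescence after medium removal, ex 550/em 595 nm / Measure: HDL uptake via cellular fluorescence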
Wnt bcat act: Wnt/beta-catenin pathway activation; activation, % at 9.35 µM; 1.2% of 300,000 active; Wnt/beta-catenin reporter cell assay, activator, plate reader; AID 743398; in the data active means activation above about 30%, passing the limit was not always enough;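 further: 0% = neutral control wells and 100% = positive control wells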
AddAB inh: less growth of phage-infected E. coli with AddAB. 0.29% of 330,000 active. inhibition, % at 11.9 µM. E. coli expressing H. pylori AddAB, absorbance growth; in the data active means inhibition above about 12%;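 further: 0% = vehicle wells of infected cells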
MITF TRPM1 HTS: increases MITF-driven TRPM1 promoter luciferase signal | SK-MEL-5 TRPM1-promoter luciferase, 24 h; % of positive control, neutral wells = 0 | activation, % at 12.5 µM | 0.75% of 300,000 active | AID 588334;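 active means mean activation of at least 80% with every replicate also reaching 80%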;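 further: 0% = neutral control wells and 100% = parthenolide positive control wells; values of inactives mirror those of a sister screen read the other way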
SR-BI HDL uptake: mouse SR-BI HDL lipid transfer inhibition | Q61009 | ldlA[mSR-BI] CHO cells, DiI-HDL uptake fluorescence, 3 h | inhibition, % at 12.5 µM | 0.96% of 320,000 active | AID 488896;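 active means mean replicate inhibition of at least 70% and a set share of replicates each scoring 70 or more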;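 further: 0% = median of neutral control wells and 100% = median of positive control wells; values of inactives mirror those of a sister screen read the other way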
Target sequence (Q61009 whole entry, looked up): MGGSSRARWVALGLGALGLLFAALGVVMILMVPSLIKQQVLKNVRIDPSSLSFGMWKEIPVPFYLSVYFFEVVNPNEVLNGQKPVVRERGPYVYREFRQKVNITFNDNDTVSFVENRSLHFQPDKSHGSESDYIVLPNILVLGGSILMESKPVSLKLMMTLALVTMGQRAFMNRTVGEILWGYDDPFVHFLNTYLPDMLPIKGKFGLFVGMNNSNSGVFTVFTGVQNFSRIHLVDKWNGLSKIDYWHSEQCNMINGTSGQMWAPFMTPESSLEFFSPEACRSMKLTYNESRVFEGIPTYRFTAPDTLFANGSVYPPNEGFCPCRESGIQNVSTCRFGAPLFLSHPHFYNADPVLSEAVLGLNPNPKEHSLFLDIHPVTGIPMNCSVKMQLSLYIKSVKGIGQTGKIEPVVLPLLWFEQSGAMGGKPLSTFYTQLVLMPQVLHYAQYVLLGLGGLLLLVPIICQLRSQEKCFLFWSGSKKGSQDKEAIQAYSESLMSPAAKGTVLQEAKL
CAL PDZ FP-1: blocks peptide binding to the human CAL PDZ domain; Q9HD26; purified CAL PDZ, TMR-peptide fluorescence polarization, 1 h; inhibition, % at 24.9 µM; 0.92% of 300,000 active; AID 602252;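 active means mean inhibition of at least 30% with at least half of replicates also reaching 30%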;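 further: 0% = DMSO neutral control and 100% = excess unlabeled competitor peptide PRC23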
Tat transport: blocks Tat-dependent protein export in E. coli | AID 488895 | 0.036% of 340,000 active | E. coli MC4100 TorA-mCherry Tat export, fluorescence | inhibition, % at 10 µM;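 active means mean replicate inhibition at least 50% and at least half of replicates individually reaching 50%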;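 further: exported cargo escapes ClpAP degradation while cytoplasmic cargo is degraded and loses fluorescence; 0% = median of neutral control wells and 100% = median of NaSCN control wells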
phage Ecoli inh: E. coli growth loss with phage present; growth absorbance; inhibition, % at 11.9 µM; 0.26% of 360,000 active; AID 651602; in the data active means inhibition above about 11%
E coli growth: counter-screen for AddAB inhibitors: E. coli growth inhibition | AID 449728 | E. coli V3065 growth, OD600 absorbance, 18 h | 0.27% of 330,000 active | inhibition, % at 11.9 µM;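 active means inhibition above the campaign's mean inhibition across all tested compounds plus 3 SD, cut at about 9.9% in these data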;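 further: uninfected addAB+ strain grown without phage in ampicillin broth; 0% = DMSO wells and 100% = ciprofloxacin 0.95 µg/ml wells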
CAL PDZ FP-2: blocks peptide binding to human CAL PDZ domain; purified CAL PDZ, TMR-peptide fluorescence polarization, 1 h; 0.02% of 330,000 active; inhibition, % at 20 µM; Q9HD26; AID 504414;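 active means highest replicate inhibition of at least 40%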;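 further: plate controls were DMSO neutral control wells for no effect and unlabeled competitor peptide control wells for full effect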
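System: tagged CAL PDZ domain. Schedule: 1 h room-temperature incubation prior to read. Signal: fluorescence polarization (mP). Measure: percent inhibition from loss of millipolarization.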
Active calls of the source: *; / = not tested or not shown.

Letter code: A = SR-BI uptake up; B = Wnt bcat act; C = AddAB inh; D = MITF TRPM1 HTS; E = SR-BI HDL uptake; F = CAL PDZ FP-1; G = Tat transport; H = phage Ecoli inh; I = E coli growth; J = CAL PDZ FP-2
CC(C)(C)C1=Nn2c(nnc2C2CCCCC2)SC1
  A = -2	B = /	C = 1.7	D = -5	E = 2	F = -5	G = -3	H = 2.8	I = 1.9	J = -3.0

Cc1nn(-c2cccc(Cl)c2)c2c1C(c1ccncc1)C(C#N)=C(N)O2 (centres undefined)
  A = -14	B = /	C = 4.3	D = /	E = 14	F = 0	G = -1	H = 0.6	I = -0.3	J = /

C/C(=N/NC(=O)c1ccco1)c1ccc(NC(=O)c2ccc(Br)o2)cc1
  A = -25	B = 17	C = 2.3	D = 71	E = 25	F = -3	G = -6	H = 2.5	I = 1.1	J = -3.6

Cc1ccccc1NC(=S)N=Nc1c(O)n(C)c2ccc(S(=O)(=O)N3CCOCC3)cc12
  A = -6	B = -9	C = 0.2	D = -5	E = 6	F = -2	G = -6	H = -2.5	I = -6.2	J = 0.1

CCOC(=O)c1cnc(/N=C/N(C)C)s1
  A = 2	B = 2	C = -1.7	D = 7	E = -2	F = 0	G = -5	H = 2.4	I = -1.8	J = -1.1

O=C(O)c1cnn(-c2nc(-c3cccc([N+](=O)[O-])c3)cs2)c1C(F)(F)F
  A = -15	B = 2	C = 0.6	D = /	E = 15	F = -1	G = -20	H = 0.2	I = -0.7	J = -4.7

Cn1cccc1/C=N/NC(=O)CSc1nc2ccccc2[nH]1
  A = /	B = 1	C = 1.8	D = /	E = /	F = /	G = /	H = 2.2	I = 1.0	J = /

O=C(NCCc1nc2ccccc2[nH]1)/C(=C/c1ccc2c(c1)OCO2)NC(=O)c1ccccc1Cl
  A = 8	B = /	C = -2.2	D = 1	E = -8	F = -1	G = -4	H = 0.2	I = -0.5	J = -3.0

Cc1ccc(S(=O)(=O)NCCN=C(CN2CCCC2)NS(=O)(=O)c2ccc(C)cc2)cc1
  A = -14	B = -2	C = -0.2	D = 3	E = 14	F = 1	G = 1	H = 1.2	I = -0.4	J = 0.7

Cc1ccc(CS(=O)(=O)Cc2ccc(C(=O)NCc3ccco3)o2)cc1
  A = 3	B = -1	C = 1.3	D = -4	E = -3	F = -2	G = -4	H = 2.4	I = 1.2	J = -0.8

COc1ccccc1NCCC#N
  A = 3	B = /	C = 1.3	D = -1	E = -3	F = 5	G = -1	H = 2.2	I = 0.8	J = -1.2

CCCc1nc(SC)[nH]c(=O)c1C
  A = 12	B = 0	C = 8.1	D = -2	E = -12	F = /	G = -12	H = 1.0	I = 2.9	J = -0.1

CCOC(=O)CSCC(=O)Nc1cc(C)ccc1C
  A = 19	B = 2	C = 1.7	D = 7	E = -19	F = /	G = 22	H = /	I = -2.5	J = -2.6

COc1cc(C2C3CN(C)CC=C3C(C#N)=C(N)C2(C#N)C#N)ccc1OC(C)C (centres undefined)
  A = 24	B = /	C = -1.1	D = /	E = -24	F = /	G = 7	H = 1.7	I = -2.6	J = -0.5

Cc1cc(=O)[nH]c(SC(C)C(=O)Nc2cccc3ccccc23)n1 (centres undefined)
  A = 1	B = -2	C = 1.0	D = -10	E = -1	F = 0	G = -2	H = 2.4	I = 0.6	J = -1.3

CCOc1cccc(-n2nnnc2-c2ccc(OC)cc2)c1
  A = 5	B = /	C = 1.5	D = -41	E = -5	F = -6	G = 2	H = 1.6	I = -0.3	J = -3.0

Cc1ccsc1/C=N/NC(=O)Cc1ccc([N+](=O)[O-])cc1
  A = /	B = -1	C = 5.8	D = /	E = /	F = 1	G = 2	H = 0.9	I = 0.2	J = -1.7

CCS(=O)(=O)N1CCCC(C(=O)NCCCN2CCCC2=O)C1 (centres undefined)
  A = -2	B = /	C = 5.0	D = -2	E = 2	F = -5	G = -5	H = 1.6	I = 5.7	J = -1.1

CCc1nc(SCC(=O)NC2CCCC2)c2c(=O)n(C)c(=O)n(C)c2n1
  A = -13	B = 0	C = 2.5	D = -8	E = 13	F = -2	G = 6	H = 1.5	I = -0.8	J = -3.2

CC1=NN(C(N)=S)C(=O)C1N=Nc1ccc(Cl)cc1Cl (centres undefined)
  A = -13	B = 12	C = /	D = /	E = 13	F = -4	G = -10	H = 7.6	I = /	J = 1.3

CC(C)Oc1ccc(C(=O)CCN2CCCCC2)cc1
  A = -11	B = /	C = 0.8	D = /	E = 11	F = -4	G = -1	H = 4.0	I = -1.9	J = /

COc1cccc(NC(=O)CN2CCCCCC2)c1
  A = 17	B = 5	C = -0.4	D = 1	E = -17	F = -2	G = -8	H = 4.5	I = -1.7	J = 6.7

Cc1ccccc1CC1(CO)CCCN(C(=O)c2cc(-c3ccccc3)no2)C1 (centres undefined)
  A = -7	B = -4	C = 1.9	D = 6	E = 7	F = -5	G = 10	H = 5.0	I = 1.3	J = -2.9

Cc1ccc2nc(-c3ccccn3)cc(C(=O)Nc3ccc(S(=O)(=O)N4CCOCC4)cc3)c2c1
  A = -11	B = -2	C = 4.4	D = 2	E = 11	F = 3	G = 6	H = 5.0	I = 1.0	J = -0.1

N#Cc1c(NCCN)nc(-c2ccccc2)c2c1CCCC2
  A = 25	B = /	C = 5.3	D = 5	E = -25	F = -2	G = 9	H = 4.2	I = 2.7	J = -0.9

CC1(C)CC(=O)C(N=Nc2cc3c(cc2[N+](=O)[O-])OCCO3)=C(O)C1
  A = -1	B = 0	C = 2.6	D = 9	E = 1	F = -5	G = 2	H = 4.0	I = -0.6	J = 0.2

COc1ccc(S(=O)(=O)N2CCOC2CNC(=O)C(=O)NCCc2c[nH]c3ccccc23)cc1 (centres undefined)
  A = 11	B = -3	C = -0.3	D = -8	E = -11	F = -9	G = 2	H = 2.5	I = -2.3	J = -0.8

CCCC(NC(=O)COc1cc2c(c3oc(=O)cc(C)c13)CCC(C)(C)O2)C(=O)O (centres undefined)
  A = 16	B = 1	C = -0.5	D = /	E = -16	F = -4	G = 1	H = 2.6	I = 1.5	J = -1.1

Cc1nn(-c2ccccc2C(F)(F)F)c(=O)c2noc(C)c12
  A = 8	B = 0	C = -0.8	D = 4	E = -8	F = -3	G = -2	H = 3.4	I = -2.8	J = -1.0

S=C(NN=Cc1ccc2c(c1)OCO2)NN=Cc1ccc2c(c1)OCO2
  A = 9	B = 24	C = /	D = 0	E = -9	F = -12	G = 0	H = 1.6	I = /	J = 3.0

Next part, overlapping the part above by two compounds.
Letter code: A = SR-BI uptake up; B = Wnt bcat act; C = AddAB inh; D = MITF TRPM1 HTS; E = SR-BI HDL uptake; F = CAL PDZ FP-1; G = Tat transport; H = phage Ecoli inh; I = E coli growth; J = CAL PDZ FP-2
Cc1nn(-c2ccccc2C(F)(F)F)c(=O)c2noc(C)c12
  A = 8	B = 0	C = -0.8	D = 4	E = -8	F = -3	G = -2	H = 3.4	I = -2.8	J = -1.0

S=C(NN=Cc1ccc2c(c1)OCO2)NN=Cc1ccc2c(c1)OCO2
  A = 9	B = 24	C = /	D = 0	E = -9	F = -12	G = 0	H = 1.6	I = /	J = 3.0

O=C(C1CCCCC1)N1CCN(S(=O)(=O)c2ccc(Br)cc2)CC1
  A = -23	B = /	C = 2.9	D = -11	E = 23	F = /	G = -1	H = 2.6	I = -0.3	J = -0.7

Cc1ccc(S(=O)(=O)Nc2ccc3c(c2)C(=O)N([C@H](C)CO)C[C@H](C)[C@@H](CN(C)C(=O)Nc2ccc(C(F)(F)F)cc2)O3)cc1
  A = -6	B = 0	C = 1.3	D = 6	E = 6	F = -3	G = -3	H = 0.2	I = -3.9	J = 1.6

COc1ccc(CNC(=O)CCN2C(=O)c3ccccc3C2=O)cc1OC
  A = /	B = 1	C = 2.0	D = -5	E = /	F = /	G = 5	H = 1.8	I = 2.0	J = -0.2

CN(/N=C/c1ccc2c(c1)OCO2)c1nc(N2CCOCC2)nc(N2CCOCC2)n1
  A = -45	B = -1	C = 0.8	D = 9	E = 45	F = 2	G = 4	H = 1.4	I = 0.4	J = 0.4

C#CCOCCOCCOCCNc1nc(N2CCN(C(=O)[C@H](CCCCN)n3cc([C@@H](N)C(C)CC)nn3)CC2)nc(N2CCN(C(=O)[C@H](Cc3ccc(O)cc3)n3cc([C@@H](N)C(C)CC)nn3)CC2)n1 (some centres undefined)
  A = 27	B = /	C = -0.3	D = 8	E = -27	F = -1	G = 4	H = /	I = -4.0	J = 0.4

Cn1c(N)c(C(=O)COC(=O)c2cc(-c3ccco3)nc3ccccc23)c(=O)n(C)c1=O
  A = -55	B = -4	C = /	D = 0	E = 55	F = 0	G = 8	H = 1.0	I = /	J = -1.2

COc1ccc(NC(=O)CN2C(=O)COc3ccc(C)cc32)c(OC)c1
  A = 17	B = 0	C = 0.5	D = /	E = -17	F = -2	G = -13	H = 1.0	I = 0.9	J = 0.0

OC(C#CCN1CCOCC1)(c1ccccc1)C1CC1 (centres undefined)
  A = 2	B = /	C = 2.7	D = /	E = -2	F = -2	G = 3	H = -0.6	I = -0.3	J = /

COC(=O)Cc1c[nH]c2cccc(OCC(O)CN(Cc3ccc([N+](=O)[O-])cc3)C(C)(C)C)c12 (centres undefined)
  A = 7	B = 0	C = 3.1	D = -11	E = -7	F = -1	G = 1	H = 2.3	I = -1.2	J = -1.2

CCOC(=O)C1(Cc2ccc(OC)cc2)CCN(C(=O)c2sc(C)nc2C)CC1
  A = -21	B = -3	C = 2.9	D = -2	E = 21	F = -5	G = 1	H = 4.2	I = -3.4	J = -1.6

CCCCCCOC(=O)CC1CC(C(C)=O)C1(C)C (centres undefined)
  A = -5	B = 1	C = /	D = 7	E = 5	F = -2	G = 6	H = 1.9	I = /	J = -2.1

COc1ccc(OC)c(NC(=O)c2cc3c(cc2Cl)N2CCCCCC2=NS3(=O)=O)c1
  A = -52	B = -1	C = -0.5	D = 17	E = 52	F = /	G = 4	H = 1.7	I = 0.4	J = -0.1

O=C(O)COc1cccc(NC(=O)C2CCCO2)c1 (centres undefined)
  A = 23	B = /	C = 3.6	D = -4	E = -23	F = 5	G = 0	H = 1.0	I = 1.3	J = -0.7

S=C(NCCSCc1c(Cl)cccc1Cl)Nc1ccccc1
  A = -5	B = /	C = 2.3	D = /	E = 5	F = -4	G = 5	H = 5.3	I = 2.8	J = -2.4

Clc1ccc(NC2(c3nnnn3C3CCCCC3)CCCCC2)cc1
  A = -11	B = -8	C = 3.0	D = -2	E = 11	F = 1	G = -4	H = 1.6	I = -0.1	J = -0.7

CC(C)N1C(=O)N(c2ccccc2)C(C)(O)CC1(C)C (centres undefined)
  A = 20	B = -4	C = 4.0	D = 6	E = -20	F = -5	G = -1	H = 1.6	I = 0.6	J = -0.3

Cc1ccc(-c2noc(CCC(=O)NC3CCN(Cc4ccccc4)CC3)n2)cc1
  A = -33	B = 2	C = /	D = /	E = 33	F = /	G = 2	H = 0.6	I = /	J = 0.0

c1ccc2c(c1)c1ccccc1n2CN1CCOCC1
  A = -5	B = 8	C = 3.6	D = 6	E = 5	F = 0	G = 4	H = 2.6	I = -0.2	J = 0.5

CCOC(=O)N1CCN(C(=O)C2CC(=O)N(Cc3ccc(OC)cc3)C2)CC1 (centres undefined)
  A = 17	B = -4	C = -2.0	D = -9	E = -17	F = 0	G = 0	H = 2.2	I = -1.2	J = 0.3
